Screening results as filed in PubChem.
OXTR potentiator – potentiates the human oxytocin receptor response; P30559; CHO-OTR cells, Fluo-8 calcium fluorescence, potentiator mode; 0% = oxytocin EC15, 100% = EC100; activation, % at 3 µM; 0.061% of 320,000 active; AID 2445;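 active means activation above that plate's cutoff, the mean activation of tested compounds plus 3 SD, cut at about 6.6% in these data, passing the limit was not always enough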;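 further: 100% uses oxytocin at 75 nM as the full agonist control; some results filed as inactive read as strong as hits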
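Replication – single well per compound, singlicate · Assay system – CHO cell line stably expressing human OTR · Timing – 6 min pre-incubation, 100 s read · Measure – normalized max/min fluorescence ratio, % activation · Doses – 3.0 µM, one dose · Detection – Fluo-8 calcium dye fluorescence · Probe or stimulus – oxytocin near EC15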
OXTR ag – agonists of human oxytocin receptor. 0.32% of 320,000 active. P30559. CHO-OTR cells, Fluo-8 calcium fluorescence; normalized: DMSO 0%, oxytocin 100%. AID 2435. activation, % at 3 µM;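 active means activation above the mean of all tested compounds plus 3 SD, cutoff set per screening run, cut at about 20% in these data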;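 further: peak over basal fluorescence ratio from a 100 s FLIPR kinetic read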
NALP1 inh – inhibitors of NALP1 inflammasome in yeast. S. cerevisiae NALP1/ASC/caspase-1 growth, X-gal OD620, 72 h. inhibition, % at 10 µM. 0.61% of 280,000 active. AID 2071; in the data active means inhibition mostly above about 24%, no sharp cut-off; inactive means mostly below about 32%; further: some compounds called inactive have numbers as strong as hits
GalR3 antagonist – human GalR3 antagonism | O60755 | HEK293 GalR3-CNG cAMP membrane potential fluorescence; galR3 body fused to GalR1 C-terminus | inhibition, % at 3 µM | 0.44% of 360,000 active | AID 651719;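 active means inhibition above the screen-wide average plus 3 SD, cut at about 13% in these data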;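 further: forskolin and galanin both at EC90 stimulate the cells; cAMP rise reported by CNG channel membrane potential dye signal; 0% = forskolin plus galanin with DMSO and 100% = forskolin alone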
Target sequence (O60755 1-299 limits assumed): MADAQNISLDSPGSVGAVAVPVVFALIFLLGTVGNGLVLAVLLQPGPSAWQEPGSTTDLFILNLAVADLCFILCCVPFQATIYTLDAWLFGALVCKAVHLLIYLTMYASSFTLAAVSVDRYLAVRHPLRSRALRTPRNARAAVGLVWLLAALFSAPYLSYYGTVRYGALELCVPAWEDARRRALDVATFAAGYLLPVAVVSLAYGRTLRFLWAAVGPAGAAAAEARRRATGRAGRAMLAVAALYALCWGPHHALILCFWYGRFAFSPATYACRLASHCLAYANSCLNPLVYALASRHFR
PfM18AAP inh – PfM18AAP enzyme inhibition; 1.2% of 290,000 active; inhibition, % at 7.35 µM; recombinant PfM18AAP, H-Glu-NHMec fluorogenic cleavage; AID 1822;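 active means inhibition above the campaign mean inhibition over all tested compounds plus 3 SD, cut at about 28% in these data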;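 further: 0% = plate median of test compound wells and 100% = 2 mM ZnCl2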
MEKK2mut PB1 HTS – signal of MEK5 binding to mutant human MEKK2 PB1 domain; bead flow cytometry, Alexa488-MEK5 binding to MEKK2 mutant; percent response, % at 10 µM; 0.35% of 290,000 active; in the data active means percent response above about 24%, passing the limit was not always enough; further: inactives centre near 1; some results filed as inactive read as strong as hits
V1R ag counter – counter-screen for oxytocin receptor agonists: human V1a receptor agonists; P37288; CHO-V1R cells, Fluo-8 calcium fluorescence, agonist mode; 0% DMSO, 100% 3 nM vasopressin; activation, % at 3 µM; 0.25% of 320,000 active;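 active means activation above the mean activation of all tested compounds plus 3 SD, per screening run, cut at about 20% in these data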;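 further: signal is peak over basal fluorescence ratio across a 100 second FLIPR read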
Target sequence (P37288 whole entry, looked up): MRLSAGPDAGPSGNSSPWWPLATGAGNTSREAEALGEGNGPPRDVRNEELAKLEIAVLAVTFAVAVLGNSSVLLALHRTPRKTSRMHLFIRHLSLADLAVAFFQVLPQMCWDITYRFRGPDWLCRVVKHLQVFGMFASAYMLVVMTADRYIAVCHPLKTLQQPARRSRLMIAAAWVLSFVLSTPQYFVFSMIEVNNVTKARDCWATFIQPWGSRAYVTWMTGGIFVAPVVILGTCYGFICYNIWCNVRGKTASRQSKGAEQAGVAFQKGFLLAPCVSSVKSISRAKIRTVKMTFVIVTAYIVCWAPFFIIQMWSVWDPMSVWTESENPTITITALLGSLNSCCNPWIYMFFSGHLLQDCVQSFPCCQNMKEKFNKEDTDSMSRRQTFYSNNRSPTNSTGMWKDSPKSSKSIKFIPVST
MEKK2 WT-MEK5 – raises or lowers MEK5 binding to wildtype human MEKK2 PB1 domain; 1.1% of 290,000 active; bead flow cytometry, Alexa488-MEK5 binding to MEKK2 WT; actives lie on both sides; binding response (% of control), % at 10 µM; Q9Y2U5; in the data active means binding response below about 67% or above about 130%
GPR7 antag – human neuropeptides B/W receptor 1 antagonism | P48145 | GPR7-expressing cells, fluorescence antagonist assay | inhibition, % at 4.4 µM | 1.1% of 290,000 active | AID 1861; in the data active means inhibition above about 16%, passing the limit was not always enough;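 further: cells stimulated with the agonist NPW; 0% = agonist with vehicle and 100% = vehicle without agonist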
Target sequence (P48145 whole entry, looked up): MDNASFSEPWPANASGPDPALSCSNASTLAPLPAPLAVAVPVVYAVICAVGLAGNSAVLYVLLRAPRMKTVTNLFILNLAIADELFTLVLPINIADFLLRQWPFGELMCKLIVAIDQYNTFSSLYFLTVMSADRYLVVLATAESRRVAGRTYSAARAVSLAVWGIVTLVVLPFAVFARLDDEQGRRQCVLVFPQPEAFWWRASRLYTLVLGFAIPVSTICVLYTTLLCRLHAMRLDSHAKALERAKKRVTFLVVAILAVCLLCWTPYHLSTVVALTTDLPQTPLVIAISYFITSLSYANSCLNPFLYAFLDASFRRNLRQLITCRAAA
An asterisk follows results filed as active; · = not tested or not shown.

SMILES	OXTR potentiator	OXTR ag	NALP1 inh	GalR3 antagonist	PfM18AAP inh	MEKK2mut PB1 HTS	V1R ag counter	MEKK2 WT-MEK5	GPR7 antag
O=C(CN(C(=O)CNC(=O)c1ccco1)c1ccc(F)cc1)NC1CCCCC1	4	1.1	39	-10	-8	-1	0.8	97	-8
O=C1NC(=S)N/C1=C/c1cc([N+](=O)[O-])ccc1N1CCOCC1	-10	0.6	2	-5	3	·	1.4	·	-2
Cc1ccc(OCCC(=O)OCC(=O)Nc2cc(S(=O)(=O)N(C)C)ccc2C)cc1	-7	-0.1	6	-6	6	0	1.3	107	-5
Nc1ccc(-c2n[nH]c(=O)c3ccccc23)cc1N	0	1.2	34	-4	2	-1	3.5	99	-3
CCOc1cccc2cc(C(=O)N3CCN(C/C=C/c4ccccc4)CC3)c(=O)oc12	-5	1.8	12	-2	10	0	4.7	100	-7
COc1ccc(NC(=O)c2ccc(COc3ccccc3Br)o2)c(OC)c1	-4	-1.0	·	-5	·	·	-0.6	·	·
O=C(NC1CCSC1=O)C1CCCCC1 (configuration not stated)	-21	0.3	4	1	-12	-3	2.0	101	1
CC(=O)NCCn1c(SCC(=O)NCc2ccco2)nc2ccccc2c1=O	-1	0.2	-7	-6	1	3	1.2	101	-11
COc1cccc(NC(=O)C2CCN(S(=O)(=O)c3ccc4c(c3)CC(C)N4C(C)=O)CC2)c1 (configuration not stated)	-10	6.0	9	-9	4	3	9.1	104	-2
O=S(=O)(c1ccc(Cl)c(NC(=S)Nc2ccccc2N2CCOCC2)c1)N1CCOCC1	-4	-0.8	27	-4	-3	0	0.0	101	-4
Cc1ccc2c(Cl)cc(Cl)c(OCC(=O)NC(C)(C)C)c2n1	-5	-2.3	11	-4	-1	-64	-1.2	74	-9
CC(CCc1ccccc1)C(=O)NO (configuration not stated)	0	0.2	13	-3	12	-5	0.3	92	-20
Cc1cs/c(=N/C(=S)Nc2ccccc2)n1C	2	-1.9	21	7	-1	-1	1.2	98	-6
Cc1ccc(C)c(-n2c(-c3ccc4c(c3)OCO4)n[nH]c2=S)c1	-1	-0.7	-16	4	3	-7	0.2	91	-6
Cc1ccc(C(=O)N2CCN(c3ccc([N+](=O)[O-])c(NCc4ccco4)c3)CC2)cc1	-8	-2.4	15	-3	-6	-2	-1.0	96	4
CC(C)CC(=O)N1CC(=O)Nc2ccc(F)cc2C1c1ccccc1 (configuration not stated)	-3	-0.1	-8	-11	-13	1	1.7	102	-2
CSc1ccccc1NC(=O)c1cc2c(=O)n3ccccc3nc2s1	3	0.2	-3	-2	-4	-3	15	100	-22
Cc1cccc(-c2nc(CN3CCN(Cc4cccc(F)c4)CC3)c(C)o2)c1	-3	0.9	21	-3	-3	1	2.2	109	4
Cc1cc(=O)[nH]c(SCC(=O)Nc2cc(S(=O)(=O)N(C)C)ccc2Cl)n1	-2	0.1	10	-4	1	-2	0.4	106	-12
O=C(CCN1CCCC1)Nc1ccc(Br)cc1	2	3.3	28	-2	-2	2	1.4	103	-9
O=C(COCc1nc2ccccc2c(=O)[nH]1)NCC1CCCCC1	-9	0.2	-9	-3	-4	-3	0.8	88	-10
COc1ccc(/C=N/NC(=O)CNS(=O)(=O)c2ccc(C)cc2)cc1	-3	-2.0	7	-5	0	-1	-0.5	95	0
O=C(Nc1ccc2c(c1)CCC2)c1cnccn1	-1	-0.9	3	-2	2	3	0.6	99	9
CN(Cc1ccccc1OCCO)CC1CCCN(CCc2ccc(Cl)cc2)C1 (configuration not stated)	-10	-1.2	9	-13	-1	15	-1.1	131	5

Complete entries, quoted from the list:
Entry for O=C(COCc1nc2ccccc2c(=O)[nH]1)NCC1CCCCC1 : OXTR potentiator = -9; OXTR ag = 0.2; NALP1 inh = -9; GalR3 antagonist = -3; PfM18AAP inh = -4; MEKK2mut PB1 HTS = -3; V1R ag counter = 0.8; MEKK2 WT-MEK5 = 88; GPR7 antag = -10
Entry for Cc1ccc(C)c(-n2c(-c3ccc4c(c3)OCO4)n[nH]c2=S)c1 : OXTR potentiator = -1; OXTR ag = -0.7; NALP1 inh = -16; GalR3 antagonist = 4; PfM18AAP inh = 3; MEKK2mut PB1 HTS = -7; V1R ag counter = 0.2; MEKK2 WT-MEK5 = 91; GPR7 antag = -6

Additional results follow:
SMILES	OXTR potentiator	OXTR ag	NALP1 inh	GalR3 antagonist	PfM18AAP inh	MEKK2mut PB1 HTS	V1R ag counter	MEKK2 WT-MEK5	GPR7 antag
CCc1ccc(NC(=S)NC2CC3CCCC(C2)N3Cc2ccccc2)cc1 (configuration not stated)	-6	5.6	8	-9	-19	22	3.4	132	-1
C/C(=N\Nc1nc(C)cc(-c2ccccc2)n1)c1cccc(N)c1	-1	-2.2	0	-13	0	2	-1.6	102	-9
COCCn1c(SCC(=O)N2CCCCC2)nc2c([nH]c3ccccc32)c1=O	-14	-1.1	15	-5	-12	-3	-0.8	92	-1
Cc1ccc([N+](=O)[O-])cc1-c1ccc(/C=N\n2nnnc2N)o1	-15	-2.1	43	-4	0	-2	-1.6	100	0
COc1ccc(CC(=O)N(CC2CCCO2)c2nc3ccccc3s2)cc1 (configuration not stated)	0	-1.0	27	9	4	8	0.5	102	-15
CC(=C1C(=O)c2ccccc2C1=O)N1CCN(c2ccc(F)cc2)CC1	1	-0.6	-2	-2	3	4	-1.3	100	-7
Cc1ccc(NC(=O)CCn2c(=O)c3cccn3c3ccccc32)c(C)c1	-13	0.7	9	-7	-1	3	1.8	102	-7
C=CCNC(=O)COc1coc(CN2CCN(C(=O)c3ccco3)CC2)cc1=O	0	1.0	·	-2	·	·	0.2	·	·
O=C(CSc1nc2ccccc2c(=O)n1Cc1ccco1)NCc1ccccc1	-2	-0.8	·	-1	-7	3	0.7	102	9
CC(=O)Nc1ccc(NS(=O)(=O)Cc2ccccc2)cc1	4	1.5	2	10	1	5	0.4	116	1
Cc1cccc2c(N=Nc3ccc(S(=O)(=O)Nc4ccc(Cl)cc4)cc3[N+](=O)[O-])c(O)[nH]c12	-20	-1.2	-6	-7	5	-5	-0.1	94	-9
CCCn1nnc(NC(=S)NC(=O)CC)n1	-17	1.6	-8	-1	1	2	0.8	110	-11
C=CCn1c(SCC(=O)c2ccc(NS(=O)(=O)c3ccccc3)cc2)nnc1-c1cccs1	-1	0.3	-1	-4	2	5	-0.2	105	1
O=C(c1ccc2c3c(cccc13)CC2)C1CCCN(Cc2ccc(OCCO)cc2)C1 (configuration not stated)	-19	10	19	-6	2	4	1.5	116	2
CNc1c(NS(=O)(=O)c2cc(OC)ccc2OC)c(=O)oc2ccccc12	-8	3.8	22	-9	9	-3	-0.1	98	1
CSCCC(NC(=O)c1ccccc1)C(=O)NC1CCCC1 (configuration not stated)	-3	-0.9	18	-5	-7	-1	0.0	96	-8
CCN(CC)C(=O)CSc1nc2sc3c(c2c(=O)n1CCOC)CCC3	-10	1.9	8	-3	0	2	-0.2	106	-8
Cc1ccc2nc(-c3ccccc3O)c(Nc3ccc4c(c3)OCCO4)n2c1	0	-2.6	22	-4	-1	2	-1.0	108	-7
CCSc1nsc(NC(=O)Nc2cccc(C(C)=O)c2)n1	-21	19	-10	-10	-2	1	13	94	37*
O=C(Nn1c(-c2ccc(F)cc2)nc2ccccc2c1=O)C1CCCCC1	-1	-1.7	15	-8	1	1	-0.9	103	0
COc1cc(C2/C(=C(\O)c3ccc4c(c3)OCCO4)C(=O)C(=O)N2CCN2CCOCC2)cc(OC)c1OC (configuration not stated)	·	·	10	-2	-7	-3	·	99	-1
CN(C)c1cc[n+](Cc2c(Cl)cccc2Cl)cc1	-10	-0.3	-1	-1	4	1	-0.4	103	2
COC(=O)CNC(=O)Cn1nc(C)c([N+](=O)[O-])c1C	-19	0.7	4	8	-1	-1	-0.2	99	-5
CC(=O)Nc1c(C(=O)N2CCCCCC2)cnn1-c1ccccc1Cl	-1	-0.9	6	-4	0	3	-0.4	106	-19
O=C(C1CCCO1)N1N=C(c2ccc(Br)cc2)CC1c1ccco1 (configuration not stated)	-10	-3.4	31	-6	1	-2	-2.6	103	-11
Cc1cc(NC(=O)CCC(=O)NNC(=O)c2ccc(C(C)(C)C)cc2)no1	-2	-0.5	31	-3	0	-2	-0.2	93	4
Cc1cc(C)nc(SCCC(=O)Nc2ccc(F)cc2)n1	4	0.1	8	-2	-10	0	0.8	107	-6
O=C(CN1CCN(c2ncc(C(F)(F)F)cc2Cl)CC1)N1CCN(c2ncc(C(F)(F)F)cc2Cl)CC1	-1	-1.0	11	-7	-13	5	0.3	112	8
CCCCC(O)(CCCC)C(=O)NN(C(=O)CCl)c1ccccc1	-1	-1.2	6	-7	-7	9	-0.3	93	21
COC(=O)C1=C(C)N(Cc2ccco2)C(=O)N[C@H]1c1ccc(Br)cc1	-3	-1.6	12	·	-4	-5	-0.7	87	-3
COc1ccc(/C=N/Nc2ncc(C(F)(F)F)cc2Cl)c(OC)c1OC	-5	-2.0	36	-2	3	1	-0.9	107	-6
CC(C)CC(=O)NNC(=O)c1ccc(Cl)cc1	-3	-0.5	-5	-4	0	-8	0.3	96	-10
CC(=O)N1CCOc2cc(S(=O)(=O)N3CCN(c4ccccc4)CC3)c(Cl)cc21	-7	3.1	12	·	1	6	2.6	100	5
CCN(c1ccccc1)S(=O)(=O)c1ccc(Cl)c(NC(=O)COC(=O)C2CC2C)c1 (configuration not stated)	-11	-2.2	-8	-4	4	-39	0.5	109	-15
CCOC(=O)COc1cccc2c(=O)n(CC(=O)NCCc3ccccc3)ccc12	-2	-2.0	24	·	0	-1	-1.0	104	-16
O=C(COc1ccc(F)cc1)Nc1nnc(C2CCCCC2)s1	-7	0.4	0	-1	3	8	0.6	111	-6
CC(NC(=O)CCC(=O)NC(C)C1COc2ccccc2O1)C1COc2ccccc2O1 (configuration not stated)	-13	-1.0	14	·	-1	4	1.1	102	-6
CCOC(=O)COc1nc(C)c(Br)c(OC)n1	-8	-0.6	11	-7	3	-5	-0.4	90	3
O=C(C(=O)N1CCCC1)c1c[nH]c2ccccc12	-9	0.2	7	-9	4	8	0.7	105	1
COC(C(=O)Nc1ccc(Cl)cc1C)c1ccccc1 (configuration not stated)	-3	-2.6	20	-3	-9	-1	-1.0	99	-8
CCOC(=O)C(=Cc1ccc(OCc2ccc([N+](=O)[O-])cc2)c(OC)c1)C(=O)OCC	-2	1.4	35	·	-9	8	2.1	102	2
CCOC(=O)/C(=C/Nc1ccc(F)c(F)c1)[N+](=O)[O-]	-2	0.1	-3	·	-7	-1	0.0	100	-5
Cc1cc(=O)oc2c(C)c(OCC(=O)NCC3CCC(C(=O)O)CC3)ccc12 (configuration not stated)	4	0.2	16	-4	-6	3	0.7	105	-7
S=C1NCN(Cc2ccccc2)CN1	-7	1.3	9	-4	3	5	-0.6	104	-2
O=C(COc1cc(Cl)c(Cl)cc1Cl)NC(=O)Nc1ccc2c(c1)OCCO2	-6	-1.5	15	-4	-2	0	0.1	102	-3
CN1C(=O)[C@H]2[C@@H](/C=C/c3ccccc3)N3C(=O)CN(Cc4ccccn4)C(=O)[C@@]3(Cc3ccccc3)[C@H]2C1=O	3	1.2	·	-3	·	·	1.2	·	·
